PME-1 inh = PME-1 (human) inhibition | recombinant PME-1, FP-Rh probe fluorescence polarization | inhibition, % at 5.9 µM | actives 0.53% (n = 320,000);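 active means inhibition above the campaign mean of all compounds plus 3 SD, cut at about 26% in these data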;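 further: competitive labeling of PME-1 active site by serine hydrolase directed probe; 0% = PME-1 with DMSO and 100% = wells lacking PME-1 enzyme; inhibitors block probe labeling so polarization falls and inhibition rises; many of its hits are not listed in these tables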
Target sequence (Q9Y570 whole entry, looked up): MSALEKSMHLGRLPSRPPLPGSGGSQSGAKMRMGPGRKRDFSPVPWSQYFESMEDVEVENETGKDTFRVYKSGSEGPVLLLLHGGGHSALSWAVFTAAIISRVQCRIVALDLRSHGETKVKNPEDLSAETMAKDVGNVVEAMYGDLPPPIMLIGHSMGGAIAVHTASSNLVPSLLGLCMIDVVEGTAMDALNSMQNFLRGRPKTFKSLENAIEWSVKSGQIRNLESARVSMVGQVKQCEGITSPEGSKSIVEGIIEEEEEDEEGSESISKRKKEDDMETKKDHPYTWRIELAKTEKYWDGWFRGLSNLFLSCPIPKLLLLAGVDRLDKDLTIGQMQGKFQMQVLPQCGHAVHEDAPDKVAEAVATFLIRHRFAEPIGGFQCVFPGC
GLD-1 RNA inh = GLD-1-TGE RNA interaction inhibition (C. elegans); inhibition, % at 5.96 µM; purified GLD-1 + fluorescein TGE RNA, fluorescence polarization; actives 0.44% (n = 320,000);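 active means percent inhibition above a per-plate cutoff, the plate mean of test compounds plus 3 SD, cut at about 30% in these data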;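 further: 0% = DMSO wells with GLD-1 and probe and 100% = wells lacking GLD-1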
Target sequence (Q17339 whole entry, looked up): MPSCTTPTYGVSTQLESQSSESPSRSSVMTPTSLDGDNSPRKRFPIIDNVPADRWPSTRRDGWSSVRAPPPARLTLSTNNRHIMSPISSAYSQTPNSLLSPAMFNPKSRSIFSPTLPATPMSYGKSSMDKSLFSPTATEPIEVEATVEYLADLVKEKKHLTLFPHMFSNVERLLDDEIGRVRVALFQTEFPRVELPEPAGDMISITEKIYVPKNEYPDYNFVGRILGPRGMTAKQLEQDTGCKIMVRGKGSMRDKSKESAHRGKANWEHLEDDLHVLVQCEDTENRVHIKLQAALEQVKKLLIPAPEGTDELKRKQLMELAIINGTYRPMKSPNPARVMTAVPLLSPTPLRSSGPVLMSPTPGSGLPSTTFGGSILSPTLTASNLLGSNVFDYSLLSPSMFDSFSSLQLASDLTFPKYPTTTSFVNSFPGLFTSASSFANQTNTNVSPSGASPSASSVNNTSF
MCL1-BIM inh = inhibitors of human MCL1 binding to BIM-BH3 peptide; Q07820; GST-MCL1 / FITC-Bim-BH3 fluorescence polarization; inhibition, % at 10.9 µM; actives 0.68% (n = 320,000); AID 2057;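 active means inhibition above the mean inhibition of all tested compounds plus 3 SD, set per campaign, cut at about 40% in these data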;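 further: 0% = DMSO wells and 100% = unlabeled Bim-BH3 peptide control; higher means more loss of mP so more displacement of Bim peptide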
AHR activator = activators of human aryl hydrocarbon receptor; P35869; AHR-responsive luciferase reporter cells, luminescence; activation, % at 5 µM; actives 2.5% (n = 320,000); AID 2796; in the data active means activation above about 47%;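 further: 0% = vehicle wells and 100% = reference agonist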
Bcl-xL primary = inhibitors of human Bcl-xL. Q07817. GST-Bcl-xL / FITC-Bim BH3 peptide fluorescence polarization. actives 0.7% (n = 320,000). inhibition, % at 10.9 µM. AID 2129;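 active means inhibition above the mean of all tested compounds plus 3 SD, cutoff set per campaign, cut at about 30% in these data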;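 further: 0% = DMSO wells and 100% = unlabeled Bim-BH3 peptide competitor; inhibitors lower millipolarization by displacing the labeled peptide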
Target sequence (Q07817 whole entry, looked up): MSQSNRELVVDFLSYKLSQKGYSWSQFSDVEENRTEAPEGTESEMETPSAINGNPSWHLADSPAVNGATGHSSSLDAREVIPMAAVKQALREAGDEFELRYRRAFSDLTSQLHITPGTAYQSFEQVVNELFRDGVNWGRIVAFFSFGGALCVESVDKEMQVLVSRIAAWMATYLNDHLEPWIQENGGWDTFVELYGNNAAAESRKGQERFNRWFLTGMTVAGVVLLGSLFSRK
pPAFAH inh = pPAFAH (human) enzyme inhibition | Q13093 | recombinant pPAFAH, FP-rhodamine probe fluorescence polarization | inhibition, % at 3.39 µM | actives 1.5% (n = 330,000) | AID 463082;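 active means inhibition above the mean inhibition across the screen plus 3 SD, cut at about 25% in these data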;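 further: inhibitors block binding of the rhodamine activity-based probe so polarization drops; 0% = enzyme with DMSO and 100% = wells lacking pPAFAH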
PAFAH1B2 inh = PAFAH1B2 (human) inhibition | inhibition, % at 3.39 µM | AID 492953 | P68402 | recombinant PAFAH1B2, FP-rhodamine activity probe, fluorescence polarization | actives 1.2% (n = 340,000);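 active means inhibition above the mean of all tested compounds plus 3 SD, cut at about 24% in these data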;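 further: 0% = enzyme with DMSO and 100% = wells lacking PAFAH1B2; many of its hits are not listed in these tables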
Fam108B inh = counter-screen for RBBP9 inhibitors: inhibitors of mouse Fam108B. recombinant Fam108B, FP-Rh probe fluorescence polarization. inhibition, % at 9.51 µM. actives 0.33% (n = 300,000);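 active means inhibition above the screen mean inhibition plus 3 SD, computed separately per campaign, cut at about 18% in these data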;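 further: inhibitors lower polarization as less probe binds the enzyme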
MEX-5 binding = C. elegans MEX-5 TCR-2 RNA binding activity | actives 0.38% (n = 300,000) | MEX-5/FITC-TCR2 RNA binding, fluorescence polarization; stronger effect = lower value | activity score (negative = inhibition of binding), % at 10 µM;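 active means inhibition past about -25% in most replicates, and total fluorescence under double the plate's negative control median, limit read from the data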;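 further: 0% = DMSO and -100% = 5 µM competing unlabeled TCR2 RNA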
* marks the source's active call; other numbers are inactive results; / = not tested or not shown. The list is partial, so the mix of outcomes need not match the whole.

SMILES	PME-1 inh	GLD-1 RNA inh	MCL1-BIM inh	AHR activator	Bcl-xL primary	pPAFAH inh	PAFAH1B2 inh	Fam108B inh	MEX-5 binding
Nc1nnc(SCC(=O)NCCNC(=O)CSc2nnc(N)s2)s1	-9	-1	1	3	-2	-5	3	-5	-2.3
CC[C@@]12C(=O)N(c3cccc(Br)c3)C(=O)N1[C@H](c1ccc(Cl)cc1)[C@@H]1C(=O)N(C3CCCCC3)C(=O)[C@@H]12	-9	6	7	3	5	1	-1	-4	1.0
COC(=O)c1ccc(NC(=O)C2C3C=CC(O3)C2C(=O)O)cc1 (stereo unspecified)	5	6	4	0	7	2	7	2	-2.6
Cc1cc(N2C(=O)CCC2=O)n(-c2ccccc2)n1	0	-5	-4	-2	-5	-3	2	0	-1.8
Cc1cc(NC(=O)c2ccccc2)n(-c2ccccc2)n1	-4	6	5	1	1	-2	2	-5	2.2
Nc1nc(NC(=O)c2cccs2)nn1-c1ccccc1	-4	10	3	20	3	3	0	-1	-1.4
C=CCOC(=O)C1=C[C@H](c2csc3ccccc23)C[C@H](OCCCCO)O1	0	-2	8	2	4	19	2	-2	1.4
Cc1cccc(NC(=O)CCCCCN2C(=O)c3ccccc3C2=O)n1	4	5	-1	4	5	4	-4	1	-0.4
Cc1ccc(S(=O)(=O)N2CCN=C2SCc2ccccc2)cc1	1	8	5	3	5	7	-2	0	2.3
CCOc1cc(/C=N/NC(=O)CCCC(=O)NC2CCCCC2)ccc1O	-4	0	5	2	7	8	3	2	1.0
O=C(Nc1c2c(nn1-c1ccc([N+](=O)[O-])cc1)CS(=O)(=O)C2)c1ccccc1F	3	1	-2	3	3	4	0	2	-1.2
COc1ccc(C(=O)N/N=C/c2ccccc2C(=O)O)cc1OC	2	3	-2	5	-1	0	6	5	-0.6
Cc1ccc(NC2SC(=O)N(Cc3cccc(C(=O)O)c3)C2=O)c(C)c1 (stereo unspecified)	2	-11	-1	0	3	6	-1	1	-3.0
COc1cccc(/C(C)=N/NC(=O)Cc2c(C)[nH][nH]c2=O)c1	4	1	7	3	3	2	0	0	-1.4
COc1cccc(-c2nnn(CC(=O)Nc3cc(OC)c(NC(=O)c4ccco4)cc3OC)n2)c1	-6	7	-1	26	6	-4	2	2	-1.1
CC/C(=N\NC(=O)c1nnn(-c2nonc2N)c1-c1cccs1)c1ccccc1	15	0	9	2	0	5	5	4	2.4
O=C(NCCN1C(=O)S/C(=C/c2ccccc2)C1=O)C1CC(=O)N(Cc2ccccc2)C1 (stereo unspecified)	3	5	-1	0	0	4	4	/	/
COc1ccc(OC)c(Nc2ccc(C(=O)O)cc2[N+](=O)[O-])c1	0	6	19	1	8	2	-1	-1	-0.6
COc1ccc2c(CC(=O)NNC(=O)c3ccccc3F)coc2c1	/	-1	/	1	/	7	3	/	/
O=S(=O)(c1ccccc1)N1N=C(c2cccs2)CC1c1ccc(F)cc1 (stereo unspecified)	11	8	-2	5	3	1	7	-2	-1.2

Brought forward from above: 2 entries; new compounds follow.
SMILES	PME-1 inh	GLD-1 RNA inh	MCL1-BIM inh	AHR activator	Bcl-xL primary	pPAFAH inh	PAFAH1B2 inh	Fam108B inh	MEX-5 binding
COc1ccc2c(CC(=O)NNC(=O)c3ccccc3F)coc2c1	/	-1	/	1	/	7	3	/	/
O=S(=O)(c1ccccc1)N1N=C(c2cccs2)CC1c1ccc(F)cc1 (stereo unspecified)	11	8	-2	5	3	1	7	-2	-1.2
C/C(=N/NC(=O)c1ccoc1C)c1cccc(NC(=O)C(F)(F)F)c1	-3	-2	4	11	0	-3	-5	-5	-0.5
CC(C)(C)Cc1nc(-c2ccc(Cl)cc2)no1	-2	4	7	-1	6	2	5	0	-2.0
COC(=O)C(CCSC)NC(=O)Cn1ncc2c(=O)oc3ccc(C)cc3c21 (stereo unspecified)	3	-3	7	0	6	0	0	8	-1.0
COc1cc(/C=C(/C#N)C(=O)Nc2ccc(Cl)cc2)ccc1Oc1nc(Cl)ncc1F	-30	-1	-1	11	7	3	1	-59	-2.2
COC(=O)N1[C@H](Cc2ccccc2)C=C[C@]1(C)C(=O)NCc1ccccn1	-9	18	2	10	6	4	8	3	-1.4
Cc1ccc(CN2CC(C(=O)Nc3cc(C)ccn3)CC2=O)cc1 (stereo unspecified)	5	5	1	-2	4	2	6	-2	1.9
COc1ccccc1N1CCN(C(=O)c2cc(=O)c3cc(C)ccc3o2)CC1	0	2	3	0	0	5	6	3	-1.7
CCCN(CCC)C(=O)CSc1nc2ccsc2c(=O)n1NC(=O)c1ccccc1	5	-7	-2	1	6	1	5	2	-2.2
CCCCOc1ccc(C(=O)NCC2(c3ccccc3)CCOCC2)cc1	-1	-5	-10	3	-7	-7	8	-4	-0.4
Cc1ccccc1NS(=O)(=O)c1ccc(NC(=O)c2ccco2)cc1	3	0	9	1	7	29*	5	-8	-0.9
N#Cc1c2ccc([N+](=O)[O-])cc2[n+]([O-])n1-c1ccccc1	3	13	4	200*	5	3	3	/	/
COc1cc2[nH]c(=O)n(Cc3ccc(C(=O)N4CCC(N5CCCCC5)CC4)cc3)c(=O)c2cc1OC	5	-11	4	3	1	5	2	0	2.5
COc1ccc(NC(=O)CSc2nc(=O)n(CCN3CCOCC3)c3c2CCCC3)c(OC)c1	-3	-5	-1	-1	0	4	2	2	-1.0
CC(C)CC(=O)Nc1nnc(S(=O)(=O)N2c3ccccc3CC2C)s1 (stereo unspecified)	-10	-2	1	-3	3	5	-2	-1	-2.3
CCCc1ccc(C(=O)[C@@H]2[C@@H](C(C)=O)N3c4ccc(F)cc4C=C[C@@H]3[C@@]23C(=O)Nc2ccccc23)cc1	0	4	0	18	2	3	9	0	0.8
COc1ccc(OCC(=O)NCCC2=CCCCC2)c([N+](=O)[O-])c1	8	4	0	7	2	15	8	-1	1.7
COc1ccc(C(=O)N/N=C/c2c(C)[nH]c(=O)[nH]c2=O)cc1	-4	1	4	-1	-2	-1	0	-1	-0.9
O=C(NCCNC(=O)c1ccco1)c1ccc(Cl)c(Cl)c1	-6	-3	-3	2	-2	-4	-4	4	-0.2
CCCc1ccc(-c2csc(NC(=O)C3=COCCO3)n2)cc1	-12	4	7	17	0	-7	3	/	/
Cc1nn(CC(=O)c2ccc(Cl)s2)c(C)c1[N+](=O)[O-]	-13	-37	-37	-1	-26	1	-4	-10	2.4

5 compounds drawn at random from the list so far, as already listed:
SMILES	PME-1 inh	GLD-1 RNA inh	MCL1-BIM inh	AHR activator	Bcl-xL primary	pPAFAH inh	PAFAH1B2 inh	Fam108B inh	MEX-5 binding
CCCCOc1ccc(C(=O)NCC2(c3ccccc3)CCOCC2)cc1	-1	-5	-10	3	-7	-7	8	-4	-0.4
COc1ccc(NC(=O)CSc2nc(=O)n(CCN3CCOCC3)c3c2CCCC3)c(OC)c1	-3	-5	-1	-1	0	4	2	2	-1.0
Nc1nnc(SCC(=O)NCCNC(=O)CSc2nnc(N)s2)s1	-9	-1	1	3	-2	-5	3	-5	-2.3
Nc1nc(NC(=O)c2cccs2)nn1-c1ccccc1	-4	10	3	20	3	3	0	-1	-1.4
CC(C)(C)Cc1nc(-c2ccc(Cl)cc2)no1	-2	4	7	-1	6	2	5	0	-2.0

A draw from above in order of heavy-atom count, smallest number first.
SMILES	PME-1 inh	GLD-1 RNA inh	MCL1-BIM inh	AHR activator	Bcl-xL primary	pPAFAH inh	PAFAH1B2 inh	Fam108B inh	MEX-5 binding
Cc1nn(CC(=O)c2ccc(Cl)s2)c(C)c1[N+](=O)[O-]	-13	-37	-37	-1	-26	1	-4	-10	2.4
Cc1ccc(CN2CC(C(=O)Nc3cc(C)ccn3)CC2=O)cc1 (stereo unspecified)	5	5	1	-2	4	2	6	-2	1.9
Cc1ccccc1NS(=O)(=O)c1ccc(NC(=O)c2ccco2)cc1	3	0	9	1	7	29*	5	-8	-0.9
COc1cc(/C=C(/C#N)C(=O)Nc2ccc(Cl)cc2)ccc1Oc1nc(Cl)ncc1F	-30	-1	-1	11	7	3	1	-59	-2.2

Further results follow:
SMILES	PME-1 inh	GLD-1 RNA inh	MCL1-BIM inh	AHR activator	Bcl-xL primary	pPAFAH inh	PAFAH1B2 inh	Fam108B inh	MEX-5 binding
COc1ccc(Cl)cc1NC(=O)CC(C)=O	0	0	8	17	5	1	-2	1	1.8
CCCCCC(=O)Nc1cc(S(=O)(=O)N2CCCCC2)ccc1N1CCOCC1	1	2	-4	-1	-2	2	-4	-5	-1.8
COc1cc(C(=O)Nc2ccc(F)cc2Cl)ccc1OCC(=O)N1CCOCC1	3	5	2	-5	-2	2	1	-5	0.1
CCOC(=O)COc1ccc(S(=O)(=O)N2CCN(c3ccc(OC)cc3)CC2)cc1	3	2	6	0	4	-1	3	4	-0.4
O=C(Nc1cccc(Cl)c1)c1nc[nH]c1C(=O)NCc1ccccc1	-6	3	8	18	1	0	1	/	/
CCCOc1ccc(C2C(C(=O)c3ccco3)=C(O)C(=O)N2CCCn2ccnc2)cc1 (stereo unspecified)	-7	6	10	3	8	3	0	9	11
COC(=O)Nc1ccc(S(=O)(=O)N(C)C)cc1	2	3	-4	-1	-3	3	3	1	2.7
COc1cc(C(=O)N2CCN(C)CC2)cc(OC)c1OC	1	0	-5	-1	1	4	-3	-3	1.8
O=C(CSc1nnc(-c2ccc3c(c2)OCO3)o1)Nc1ncc(C(F)(F)F)cc1Cl	-3	-10	3	1	-1	4	3	-3	-0.3
CCOc1ccc(NC(=O)CN(C)C(=O)C2CC(=O)N(CCc3ccccc3)C2)cc1OCC (stereo unspecified)	3	0	1	0	-3	-3	1	3	-0.1
COc1ccc(C2C(C(=O)c3ccco3)=C(O)C(=O)N2CC2CCCO2)c(OC)c1 (stereo unspecified)	-5	3	7	-1	6	-1	0	-1	-1.8
Cc1ccc(Oc2ccc(S(=O)(=O)N3CCOCC3)cc2C(N)=O)c(-n2nc3ccccc3n2)c1	3	-4	-3	-1	1	2	6	-2	1.6
CC1(C)CC(=O)C/C(=N/Nc2nc3ccccc3s2)C1	6	6	2	23	3	9	8	3	-1.6
COc1cc(OC)cc(C(=O)NC(C(=O)O)C23CC4CC(CC(C4)C2)C3)c1 (stereo unspecified)	6	3	3	1	3	0	21	-1	1.2
O=C(CN1C(=O)NC(Cc2c[nH]c3ccccc23)C1=O)Nc1cccc(S(=O)(=O)N2CCCC2)c1 (stereo unspecified)	8	-4	-6	1	3	3	1	-6	0.6
COc1ccc(-c2nn(-c3ccccc3)cc2C(=O)O)cc1OC	4	2	4	2	3	2	-1	-3	0.4
O=C(c1nn(Cc2ccccc2)c(=O)c2ccccc12)N1CCN(C/C=C/c2ccccc2)CC1	-5	1	-2	3	-1	-3	2	-7	0.4
CC(=O)c1ccc(OCc2cc(C(=O)N(C)Cc3cc(C)no3)no2)cc1	6	2	4	2	7	7	6	4	/
COc1ccc(OCc2cc(C(=O)N3CCCCCC3)no2)c(Cl)c1	6	8	2	2	6	3	3	3	1.7
O=C(COc1ccccc1)Nc1cc(S(=O)(=O)N2CCOCC2)ccc1N1CCCC1	-3	4	1	0	-1	1	4	/	/
O=C(COc1cc(O)c2c(=O)c3ccccc3oc2c1)OCc1ccccc1	-2	1	1	-1	4	-1	2	-3	0.2
